Screens as filed in PubChem.
KCNQ2 block = KCNQ2 potassium channel inhibitors, primary screen, cell-based, CHO-K1, FluxOR thallium flux, B-score (AID 2156); 20 min; stronger effect = lower value; hit rate 1.1% among 310,000; B-score at 10 µM;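 active = fluorescence ratio B-score at most minus 3 library SDs, with starting brightness B-score within 2 library SDs, cut at about -5.5 in these data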
Kir21 inh = inhibitors of mouse Kir2.1 inward-rectifier potassium channel; HEK293-Kir2.1, FluxOR thallium flux fluorescence; stronger effect = lower value; B-score at 10 µM; hit rate 0.85% among 310,000; AID 1672;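 active = fluorescence ratio B-score at or below minus 3 SD of library scores, with starting-brightness B-score within 2 SD, cut at about -4.2 in these data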;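 also: channel flux triggered by added potassium and thallium sulfate stimulus; B-score of peak minus minimum fluorescence over baseline after thallium stimulus; more negative B-score means stronger Kir2.1 block with less thallium influx; some compounds called inactive have numbers as strong as hits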
Target sequence (P35561 whole entry, looked up): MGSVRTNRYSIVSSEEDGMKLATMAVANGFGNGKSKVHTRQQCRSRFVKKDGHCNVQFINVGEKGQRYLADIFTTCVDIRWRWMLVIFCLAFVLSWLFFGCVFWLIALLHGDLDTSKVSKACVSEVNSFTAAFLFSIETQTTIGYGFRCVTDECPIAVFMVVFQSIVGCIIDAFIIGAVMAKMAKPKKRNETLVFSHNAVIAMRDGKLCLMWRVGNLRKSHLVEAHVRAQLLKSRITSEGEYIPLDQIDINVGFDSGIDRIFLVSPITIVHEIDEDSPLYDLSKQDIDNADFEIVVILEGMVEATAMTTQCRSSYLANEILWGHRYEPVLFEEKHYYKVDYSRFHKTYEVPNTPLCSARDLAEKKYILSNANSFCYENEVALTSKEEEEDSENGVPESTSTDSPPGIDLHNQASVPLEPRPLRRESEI
The depositor's hits bear a star; i = inactive.

Preview, 2 compounds:
structure,Kir21 inh,KCNQ2 block
CN(C)CCCNC(=O)N1c2ccccc2Sc2ccccc21,-0.73,i
CCNS(=O)(=O)c1ccc(NC(=O)Nc2ccc3c(c2)OCO3)cc1,-0.9,i

This part in full, from the first entry:
structure,Kir21 inh,KCNQ2 block
CN(C)CCCNC(=O)N1c2ccccc2Sc2ccccc21,-0.73,i
CCNS(=O)(=O)c1ccc(NC(=O)Nc2ccc3c(c2)OCO3)cc1,-0.9,i
COC(=O)Nc1cc(C)nc2ccccc12,0.16,i
CCO[C@H]1OC(C(=O)NC2CC2)=C[C@@H](c2ccc(Br)cc2)[C@@H]1CCCO,0.9,i
COC(=O)c1cc2occc2n1CC(=O)N(C)C1CCCCC1,-0.14,i
CCN(CC)S(=O)(=O)c1ccc(OC(C)C)nc1,-0.11,i
Cc1cccnc1NC(=O)C1CCCN1S(=O)(=O)c1ccc(Cl)cc1 (stereo not given),-1.1,i
CCOC(=O)Cn1nc(C)c(NC(=O)c2ccc(Br)o2)c1C,-0.55,i
CCc1ccc(NC(=O)NCc2cccnc2)cc1,1.4,i
Cc1noc2c1C(c1ccc(N(C)C)cc1)C1=C(CC(C)(C)CC1=O)N2 (stereo not given),-0.67,i
N#Cc1cccc(NC(=O)Cc2ccccc2)c1,-3.8,i
COC(c1ccccc1)c1nc2ccccc2[nH]c1=O (stereo not given),0.75,i
CCS(=O)(=O)c1ccc(-c2cccc(NC(=O)c3ccco3)c2)nn1,-0.46,i
NCCc1nc(-c2ccccc2)cs1,0.77,i
CCCCCN1CC(O)=C(c2ccccc2)C1=N,1.5,i
COc1cccc(N=C(N)N=C(N)N)c1,-0.17,i
CCOC(=O)c1cnc(-n2nc(C)cc2C)nc1NNc1nc(C)cc(C)n1,-0.05,i
CCOC(=O)c1cccc(-c2ccc(C=O)o2)c1,0.91,i
Cc1cccc2cc(-c3nc4c(C)cccn4c3NCc3ccco3)c(=O)[nH]c12,-1.2,i
O=c1cc(CO)oc(C(Nc2cccc([N+](=O)[O-])c2)c2ccccn2)c1O (stereo not given),-1,i
S=c1[nH]nc(-c2cc3ccccc3o2)n1Cc1ccccc1,-2.3,i
CNC(=O)CN(c1cc(OCCOC)c(Cl)cc1Cl)S(=O)(=O)c1ccc(OC)cc1,0.62,i
C=CCn1c(SC(C)C(=O)NCc2ccc3c(c2)OCO3)nnc1C1CCCCC1 (stereo not given),-0.65,i
COc1ccc(C=C(C(C)=O)C(C)=O)cc1OC,-0.5,i
O=C(COc1ccc2ccc(=O)oc2c1)Nc1ccc(N2CCOCC2)cc1,1.5,i
COc1ccccc1C(=O)Nc1nnc(S(=O)(=O)N2CCC(C)CC2)s1,-0.01,i
CC(=O)c1sc2c(c1OC(=O)c1ccc(Cl)cc1Cl)c(=O)n(-c1ccccc1)c(=S)n2-c1ccccc1,-1,i
C[C@]12CCC3C(CC=C4C[C@@H](O)CC[C@@]43C)C1CCC2[C@]1(C)CCC(=O)O1 (stereo not given in full),-0.09,i
CN(C(=O)COC(=O)c1ccc(Cl)nc1)C1CCS(=O)(=O)C1 (stereo not given),-0.13,i
CCOc1ccc2nc(SCC(=O)NC(=O)C(C)C)sc2c1,0.91,i
COc1ccc(C2=NOC(C(=O)O)C2)cc1 (stereo not given),0.88,i
COc1ccc2cc(Br)ccc2c1CC(=O)NC(C)(C)C,1,i
CCOc1ccccc1Nc1nc(N)nc(CN2CCCCC2C)n1 (stereo not given),0.33,i
CC(C)Sc1nnc(NC(=O)c2ccco2)s1,-1.2,i
CCCCN(CCCC)Cc1ccc(C(=O)NN)o1,-0.32,i
Cc1ccc2nc(C)c(CN3CCN(c4ccc([N+](=O)[O-])cc4Cl)CC3)n2c1,1.1,i
COc1ccc(CN2CCN(C(=O)c3cccnc3)CC2)cc1Br,-0.09,i
Cc1onc(-c2c(F)cccc2Cl)c1C(=O)OCC(=O)NC(c1ccccc1)c1ccccc1,0.06,-5.6*
COc1ccc(/C=N\NC(=O)c2ccc(-c3ccccc3)cc2)c(OC)c1OC,0.12,i
CCCCN(C)S(=O)(=O)c1ccc(C(=O)Nc2nnc(C3=COCCO3)o2)cc1,1.1,i
COc1ccc(/C=N/N(C(C)=O)c2nc(-c3ccc(C)cc3)cs2)cc1,-0.42,i
O=C(NNC(=S)Nc1ccccc1C(F)(F)F)C1CC1,-1.4,i
COc1ccc(Cl)cc1C(=O)Nc1cccnc1Cl,-1,i
Cn1c(CNC(=O)c2cccs2)nnc1SCC(=O)Nc1ccccc1,-2.9,i
CCCNC(=O)C1CCN(S(=O)(=O)c2ccc3c(c2)OCCO3)CC1,1.7,i
COc1ccc(CC(=O)n2[nH]c(=O)c3ccccc3c2=O)cc1OC,0.18,i
CC(=O)Nc1ccc(C(=O)COC(=O)C2CC3CCCC(C2)C3=O)cc1 (stereo not given),-0.38,i
CN1CCN(C(=O)CCc2ccc(S(=O)(=O)NC3CCCCC3)cc2)CC1,-0.58,i
O=C(N/N=C/c1ccccn1)c1ccncc1,0.49,i
O=C1CC(c2nc3ccccc3[nH]2)CN1c1cccc(C(F)(F)F)c1 (stereo not given),-0.93,i
COCCn1c(C)cc(C(=O)COc2nc3ccccc3nc2C)c1C,1.4,i
Cc1ccc(C2NC(=O)c3ccccc3O2)cc1 (stereo not given),-0.59,i
COCCn1c(-c2ccc(C#N)cc2)nc2c1c(=O)[nH]c(=O)n2Cc1ccccc1,1.1,i
NC(=O)c1cccnc1Oc1ccc(Cl)cc1Cl,-0.63,i
Cc1ccc(-c2csc(NCCn3c(C(F)(F)F)nc4ccccc43)n2)cc1,0.44,i
CN(C)S(=O)(=O)c1ccc(/C(O)=C2/C(=O)C(=O)N(Cc3cccnc3)C2c2ccncc2)cc1 (stereo not given),-0.24,i
Cc1ccc(OCC(=O)N2CCCCCC2)c(C)c1,0,i
O=C1C(Cl)=C(NCCc2ccccc2)C(=O)N1CCc1ccccc1,-0.09,i
COC(=O)C1(CC2CC(c3ccccc3)=NO2)CCN(C(=O)OC(C)(C)C)CC1 (stereo not given),-0.04,i
CSCCC(NC(=O)COc1ccccc1)C(=O)OCC(=O)c1ccccc1 (stereo not given),-0.12,i

A section taken from the entries so far:
structure,Kir21 inh,KCNQ2 block
NC(=O)c1cccnc1Oc1ccc(Cl)cc1Cl,-0.63,i
Cc1ccc(-c2csc(NCCn3c(C(F)(F)F)nc4ccccc43)n2)cc1,0.44,i

Remaining list, next part:
structure,Kir21 inh,KCNQ2 block
O=C(/C(=N\Nc1ccccc1)Sc1nnnn1-c1ccccc1)c1ccccc1,-0.05,i
CCNC(=O)COC(=O)c1ccc(-n2nc(C)cc2C)cc1,0.25,i
CS/C(=N\S(=O)(=O)c1cccs1)Nc1ccc(F)c(Cl)c1,-0.59,i
CC(C)c1ccc(N2C(=O)C(Cl)=C(N3CCOCC3)C2=O)cc1,-0.5,i
CC(CN1CCN(C)CC1)OC(=O)c1ccccc1Cl (stereo not given),0.03,i
CC1(C)CC(CCC(=O)NC(=S)Nc2ccccc2Cl)C(=O)O1 (stereo not given),0.73,i
COc1ccc(OCCC(=O)NCc2ccccc2)cc1,0.47,i
Nc1nc(-c2cccnc2)nn1C(=O)c1ccco1,0.52,i
CCn1c(=O)[nH]c2ccccc2c1=O,1.1,i
COc1ccc(-c2[nH]c3ccccc3c2SCCNC(=O)c2ccccc2)cc1,0.22,i
O=S(=O)(c1cccs1)N1CCN(CCc2ccccc2)CC1,0.42,i
CC(C)NC(=O)C(OC(=O)c1ccccc1)C(OC(=O)c1ccccc1)C(=O)O (stereo not given),0.21,i
Cc1cccc(C=Nc2ccc3c(c2)oc2ccccc23)c1O,-1.9,i
COc1ccc(NS(=O)(=O)c2c(C)[nH]c(C)c2C(=O)N2CCCCC2)cc1Cl,0.51,i
Cc1cccc(COC(=O)C(Cc2ccccc2)NC(N)=O)c1 (stereo not given),0.24,i
COc1ccc(C(=O)NCC(C)CN(C)C)cc1 (stereo not given),0.94,i
O=C(O)c1ccccc1C(=O)NCC(O)c1ccccc1 (stereo not given),1.4,i
COc1ccc(-c2cc(-c3ccco3)[nH]c(=O)c2C#N)cc1OC,0.64,i
C=CCOC(=O)C(C#N)c1nc2ccccc2nc1N1CCN(c2ccccc2OC)CC1 (stereo not given),-0.09,i
C=CCn1c(SCCN2CCCC2)nc2c([nH]c3ccccc32)c1=O,0.08,i
CCN(CC)S(=O)(=O)c1ccc(N2CCOCC2)c(NC(=O)C2COc3ccccc3O2)c1 (stereo not given),0.29,-6.6*
Cc1oc(-c2ccccc2Cl)nc1CS(=O)CC(=O)NCc1cccs1 (stereo not given),-0.58,i
COC(=O)c1cccc(NS(=O)(=O)c2ccc(NC(C)=O)cc2)c1C,0.54,i
O=C(Cc1ccccc1F)OCC(=O)N1CCN(C(=O)c2ccco2)CC1,0.18,i
O=C(N1CCOCC1)N1CCc2ccccc21,0.83,i
CCc1nnc(NC(=O)CSc2nnc(-c3cc4ccccc4cc3O)n2CCOC)s1,0.53,i
COc1ccc(C2C(C#N)=C(N)Oc3c2ccc2cccnc32)cc1OC (stereo not given),-0.32,i
Cc1ccc(C)c2[nH]c(=O)c(CN(Cc3cccs3)C(=S)NCc3ccco3)cc12,0.05,i
COc1ccc(NC(=O)CSc2nnc(-c3ccccn3)n2N)cc1,0.59,i
CC(C)=NOc1nc(NC(=O)NS(=O)(=O)c2ccccc2Cl)nc(N(C)C)n1,0.09,i
O=S(=O)(Cc1ccccc1)Nc1ccccc1Br,-1.2,i
O=C(Nc1cccnc1)c1ccc2snnc2c1,1,i
O=S(=O)(c1cc(-c2nnc(-c3ccc(Br)cc3)o2)ccc1Br)N1CCCCCC1,0.81,i
COc1ccnc(Nc2ccc(C)c(C)c2)c1C#N,-1.5,i
CCNc1nc(NC(C)CC)nc(Oc2ccc(=O)[nH]n2)n1 (stereo not given),0.16,i
O=C(/C=C/c1ccccc1)N1CCN(c2c(Cl)cccc2[N+](=O)[O-])CC1,0.08,i
COc1ccc(N(CC(=O)NCc2cccc(OC)c2)S(=O)(=O)c2c(C)noc2C)cc1,0.18,i
Cc1ccc(/C=N/N2CCN(Cc3cccc4ccccc34)CC2)s1,-0.02,i
CC(NC(=O)C(=O)NCCN1CCN(C(=O)c2ccccc2Br)CC1)c1ccccc1 (stereo not given),0.04,i
Cc1ccccc1-c1cc(-c2ccccc2O)n[nH]1,-0.77,i
Cc1cc(C(=O)NCCCN2CCN(c3cc(Cl)ccc3C)CC2)n(-c2ccccc2)n1,-0.9,i
CC(=O)Nc1cccc(C(=O)OCC(=O)NNC(=O)c2ccc([N+](=O)[O-])cc2)c1,0.64,i
C=CC[N+]1(CC(=O)NCc2ccc(NC(C)=O)cc2)CCOCC1,0.98,i
COc1ccccc1C(=O)Nc1ccccc1C(=O)NCc1ccco1,0.04,i
COc1cccc(/C=N/NC(=O)c2ccoc2C)c1,0.13,i
Cc1nnc(C)c2c(C)n(N)c(C)c12,1.7,i
COC(=O)c1ccc2c(=O)[nH]c(CCl)nc2c1,-1.1,i
O=C(CSc1nnc(-c2ccco2)o1)Nc1cccc([N+](=O)[O-])c1,-1,i
Cc1noc(C)c1COc1ccc(C(=O)OCc2nnc(-c3ccc(Cl)cc3)o2)cc1,-1.1,-7.6*
Cc1cc(C)cc(Oc2coc3cc(OC(=O)c4cccnc4)ccc3c2=O)c1,-0.1,i
O=C(c1ccc2nc(-c3ccccc3)c(-c3ccccc3)nc2c1)N1CCCCC1,-0.74,i
Cc1noc(C)c1COC(=O)CCc1ccc(S(=O)(=O)N2CCCCC2)cc1,-0.51,i
CC(C)N(C(=O)COC(=O)c1ccc(Cl)nc1)C(C)C,1.6,i
O=C(c1ccc([N+](=O)[O-])cc1Cl)N1CCN(c2ccccn2)CC1,1.2,i
CC(=O)NCCNC(=O)c1cccc(NS(=O)(=O)c2ccc3c(c2)OCCO3)c1,1.4,i
Cc1cc(C)n(C(=O)c2cccc([N+](=O)[O-])c2)n1,-0.17,i
Cc1nc2c(ccc3nc(NC(=O)Cc4ccccc4)sc32)s1,1.9,i
Cc1cc(=O)[nH]c(SCC(=O)Nc2nc3c(s2)CCCC3)n1,-1.1,i
O=C(N/N=C/c1cc2c(cc1Cl)OCO2)c1cc(-c2ccccc2)n[nH]1,-0.54,i
Cc1ccc(NC(=O)CN(C)S(=O)(=O)c2ccc3[nH]c(=O)oc3c2)c(C)c1,0.76,i

Continuation:
structure,Kir21 inh,KCNQ2 block
CC(C)Oc1ccc(C(=O)NCC(=O)OCC(=O)N(C)Cc2cccs2)cc1,-1.2,i
CCOc1ccccc1NC(=O)CSc1nncc2ccccc12,-1.8,i
COc1ccc(C(=O)O/N=C/c2ccc(S(=O)(=O)c3ccc(Cl)cc3)nc2)cc1,-0.04,i
O=C(Nc1c(Cl)cc(Cl)cc1-c1nc2ccccc2s1)c1ccc(Br)o1,1.1,i
O=C(CCC(=O)N1CCN(c2ccccc2F)CC1)N1CCN(c2ccc(F)cc2)CC1,-0.76,i
